# Bioassay records: PubChem BioAssay, several laboratories
# GALR2 antag: antagonists of human galanin receptor 2 (GALR2); GALR2-expressing cells, antagonist mode; AID 828; 140,000 compounds, 0.39% hits; inhibition, % at 4 µM; in the data active = inhibition above about 27%;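 note: cells stimulated with galanin 1-16 at roughly its EC80; 0% = agonist challenge control and 100% = basal control without agonist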
# Target sequence (O43603 whole entry, looked up): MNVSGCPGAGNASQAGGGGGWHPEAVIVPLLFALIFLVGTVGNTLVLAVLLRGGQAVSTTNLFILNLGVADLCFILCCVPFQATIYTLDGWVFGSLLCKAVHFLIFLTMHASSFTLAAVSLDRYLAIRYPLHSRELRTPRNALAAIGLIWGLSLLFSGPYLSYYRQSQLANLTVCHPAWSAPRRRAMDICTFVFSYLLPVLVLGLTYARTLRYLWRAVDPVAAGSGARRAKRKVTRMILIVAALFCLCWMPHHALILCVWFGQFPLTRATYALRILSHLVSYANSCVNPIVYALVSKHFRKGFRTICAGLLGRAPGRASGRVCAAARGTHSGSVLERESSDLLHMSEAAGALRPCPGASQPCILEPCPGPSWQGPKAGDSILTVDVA
# Yeast life ext: yeast lifespan extension; 130,000 compounds, 0.68% hits; S. cerevisiae growth with nicotinamide, OD615; deaD strain in restrictive glucose medium; inhibition of the nicotinamide effect, % at 10 µM;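 active = inhibition above a set limit, placed 3 SD over the median of all compounds, cut at about 26% in these data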;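 note: 0% = nicotinamide-treated wells and 100% = cells grown without nicotinamide; some compounds called inactive have numbers as strong as hits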
#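 Material: Modified budding yeast, DeaD strain | Medium: Restrictive glucose medium | Probe or stimulus: 1.5 mM nicotinamide | Dosing: Single dose 10 µM compound, 0.25% DMSO | Times: 48 h at 30 °C | Technique: OD615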
# Yeast growth inh: yeast BB579 growth reduction in restrictive medium; S. cerevisiae BB579 growth, OD615, 48 h; inhibition, % at 10 µM; 140,000 compounds, 0.51% hits;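 active = inhibition above a set limit, 3 SD over the mean compound inhibition, cut at about 44% in these data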; note: inactives centre near -24
#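 System: Saccharomyces cerevisiae DeaD strain BB579, replicative lifespan model yeast. Buffer or medium: restrictive glucose-based CSMM-D medium. Doses: one dose, 10 µM compound with 0.25% DMSO. Timing: 4 h preincubation and 48 h exposure at 30 °C. Detection: turbidity as optical density at 615 nm. Benchmarks: amphotericin B 10 µg/mL, positive.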
# bCat KO growth: beta-catenin-lacking colon tumor cell growth suppression; HCT116 beta-catenin knockout viability, CellTiter-Glo, 60 h; hits give low values; viability, % at 10 µM; 140,000 compounds, 1.5% hits;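 active = viability at or under a set limit, the compound median less 4 SD, cut at about 6% in these data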;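 note: 0% = Hyamine 1622 control at 20 µM and 100% = untreated cell control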
# Measles CPE: protection of cells from measles virus; Measles virus-infected cells, CPE protection, absorbance; protection (pct of control), % at 4 µM; 140,000 compounds, 1.5% hits; AID 841; in the data active = protection mostly above about 24%, no sharp cut-off; inactive = mostly below about 26%; note: some compounds called inactive have numbers as strong as hits
# HCT116 PTEN-null: suppresses growth of cells with PTEN deletion; HCT116 PTEN-null viability, CellTiter-Glo, 60 h; hits give low values; viability, % at 10 µM; 140,000 compounds, 1.2% hits; AID 827;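 active = viability at or below a set limit, 4 SD under the median of all tested compounds, cut at about 3.7% in these data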;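 note: PTEN knockout HCT116 line with beta catenin targeted HCT116 as companion control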
# NPY-Y2 antag: blocks the human neuropeptide Y Y2 receptor; NPY-Y2 expressing cells, antagonist mode; inhibition, % at 2.7 µM; 140,000 compounds, 0.99% hits; AID 793; in the data active = inhibition above about 17%;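 note: 0% = vehicle with agonist challenge and 100% = reference antagonist with challenge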
# Target sequence (P49146 whole entry, looked up): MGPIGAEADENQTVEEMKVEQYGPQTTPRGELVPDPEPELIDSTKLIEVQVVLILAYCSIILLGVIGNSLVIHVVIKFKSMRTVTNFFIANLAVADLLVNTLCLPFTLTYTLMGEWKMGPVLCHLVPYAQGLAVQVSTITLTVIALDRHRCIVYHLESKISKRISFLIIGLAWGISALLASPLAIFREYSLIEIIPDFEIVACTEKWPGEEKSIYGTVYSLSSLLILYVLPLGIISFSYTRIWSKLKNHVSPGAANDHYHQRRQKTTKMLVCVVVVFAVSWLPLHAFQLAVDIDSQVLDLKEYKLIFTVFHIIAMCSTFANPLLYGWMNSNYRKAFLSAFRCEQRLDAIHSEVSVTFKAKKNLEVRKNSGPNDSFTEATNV
# MRP1 act: MRP-1 activation. 140,000 compounds, 0.61% hits. AID 799. viability increase, % at 10 µM. H69AR cells + doxorubicin, viability rescue, CellTiter-Glo;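 active = viability gain under doxorubicin at or above a set limit, the compound median plus 3 SD, cut at about 4.7% in these data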;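 note: MRP-1 overexpressing cells given doxorubicin 25 µM after compound pretreatment; 18-22 h compound pretreatment then 72 h with doxorubicin before readout; 0% = doxorubicin-only wells and 100% = vehicle-treated cells without doxorubicin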
# E-sel TNF inh: TNF alpha driven E-selectin expression inhibition. HUVEC TNFa-induced E-selectin immunofluorescence, high content. AID 1246. inhibition, % at 2 µM. 120,000 compounds, 0.71% hits;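 active = inhibition above the batch mean plus 3 SD, and confirmed as a hit on visual image review, cut at about 43% in these data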;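 note: 0% = TNF-stimulated DMSO wells and 100% = unstimulated control wells; not every result past the cut was called active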
# Phagocytosis inh: blocks phagocytosis by macrophages; 110,000 compounds, 0.07% hits; J774A.1 macrophage IgG-bead phagocytosis, imaging; AID 1029; inhibition, % at 5 µM;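 active = inhibition above the mean of the plate negative controls plus 5 SD, cut at about 13% in these data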;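 note: phagocytic index as fraction of beads internalized from green versus red external bead signal; plate controls were DMSO negative control for no effect and cytochalasin-D positive control for full effect; some results beyond the cut were filed as inactive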
# * marks the source's active call; other numbers are inactive results; nt = no result given.
SMILES,GALR2 antag,Yeast life ext,Yeast growth inh,bCat KO growth,Measles CPE,HCT116 PTEN-null,NPY-Y2 antag,MRP1 act,E-sel TNF inh,Phagocytosis inh
Cc1ccc(S(=O)(=O)N2CCCOC2CNC(=O)C(=O)NCc2ccco2)cc1 (centres undefined),4,-4,-16,89,4,88,0,-2.5,6,-6
CCc1cccc(CC)c1NC(=S)N1CCn2cccc2C1c1cccnc1 (centres undefined),0,8,6,85,5,79,8,-3.0,6,-7
CCOc1ccccc1C(=O)Nc1ccc(S(=O)(=O)N2CCOCC2)cc1,-2,-6,-23,89,4,86,4,-2.6,52,2
COc1ccc(S(=O)(=O)n2cnc3cc(C)c(C)cc32)cc1,14,-9,-13,92,1,97,3,-3.0,7,0
COc1ccc(-c2c(NC(C)=O)n(C)c3ccccc3c2=O)cc1,1,-13,-27,104,5,102,4,-3.0,50,0
CCCCCn1c(=O)[nH]c2cc(C(=O)NCCCN(CC)CC)ccc2c1=O,6,-6,-5,85,2,72,-2,-3.4,nt,1
O=C1NCC(O)=C1C=NCCCO,13,-5,-38,87,8,93,0,-0.2,-68,0
O=C(CSc1nnc2ccccn12)Nc1cccc(S(=O)(=O)N2CCOCC2)c1,2,0,-27,98,16,98,1,0.3,nt,-21
O=C(Nc1ccc(F)cc1)c1ccccc1S(=O)(=O)c1ccccc1[N+](=O)[O-],-20,5,2,95,33,93,2,-3.7,nt,-5
O=C(COC(=O)CCN1C(=O)c2ccccc2C1=O)Nc1ccc(S(=O)(=O)N2CCCC2)cc1,-2,-5,-49,97,2,90,2,0.1,21,0
Nc1ccn(-c2ccc(Cl)cc2)c(=O)c1,0,-18,-6,100,3,97,-1,-0.7,-7,-1
O=C(NCC1CCCO1)C1CCCN(S(=O)(=O)c2cccc3nsnc23)C1 (centres undefined),6,-3,10,99,4,93,-2,-1.8,-22,-1
CC(C)(C)c1cc(CCC(=O)N2CCNCC2)c(C(C)(C)C)cc1O,7,-7,-1,91,7,96,1,-1.0,-23,0
CC(/C=N/NC(=O)c1ccncc1)=C\c1ccc(C(C)C)cc1,-15,-14,0,104,12,91,1,1.2,24,2
COc1cc(/C=c2\sc3nc(-c4ccncc4)nn3c2=O)ccc1OC(C)=O,13,33*,-39,88,7,93,6,0.9,5,-5
O=C1Nc2ccccc2C(O)(C(=O)N2CCCCC2)N1c1ccccc1 (centres undefined),-4,-9,6,109,5,90,1,-1.0,5,1
Cc1ccnc(NC(=O)Cn2ccc([N+](=O)[O-])n2)c1,8,1,-8,103,6,99,4,-1.5,-5,-7
Cc1sc2ncnc(NCCN3CCOCC3)c2c1C,1,-3,-53,86,17,89,4,-3.3,15,-1
O=C1C=C(NCc2ccccc2)C2(CCCCC2)O1,4,-1,-43,101,2,99,4,-2.2,nt,0
O=C(NC(=S)N1CCOCC1)c1ccc([N+](=O)[O-])cc1,-3,7,-23,94,6,94,0,0.6,4,-4
COc1ccc(C2c3c(ccc4ccccc34)Oc3ncn4nc(-c5ccco5)nc4c32)cc1 (centres undefined),-11,12,-31,92,15,78,0,-3.2,nt,nt
O=C(CSc1nnnn1-c1ccc(F)cc1)Nc1nc2ccccc2s1,-11,0,-16,97,16,92,7,-2.9,-24,nt
CCc1ccc(C(=O)CN2C(=O)C(C)N(c3ccc(C)cc3)C2=O)cc1 (centres undefined),9,3,-32,95,11,104,7,0.8,-33,0
Cc1onc(-c2ccccc2)c1C(=O)Oc1cccnc1,3,-12,-69,95,17,105,1,-0.1,-26,0
CCCCOC(=O)C(C)Nc1n[nH]c(=S)[nH]c1=O (centres undefined),-3,-8,-11,105,4,109,1,-3.3,18,-2
CC1(C)Cc2nc3nc(SCC(=O)NCc4ccccc4)n(-c4ccccc4)c(=O)c3cc2CO1,4,-8,-35,104,19,92,0,-0.8,52,4
Cc1ccc(C)c(N=C2NC(=O)CS2)c1,8,-4,-54,103,7,103,1,-0.8,53,0
CCOC(=O)N1CCN(S(=O)(=O)c2ccc(C(=O)Nc3nnc(C)o3)cc2)CC1,-1,2,-52,89,6,89,0,-0.5,-3,1
O=C(NCc1ccco1)c1cc2ccccc2o1,9,-16,-26,93,18,95,2,-2.8,-17,0
CC(=O)c1cnc2nc(C(F)(F)F)nn2c1C,-4,-1,-41,94,20,97,-1,-0.7,-3,-2
COCCNC(=O)CN1C(=O)CSc2ncccc21,0,-1,-22,98,11,91,0,-2.7,nt,nt
COC(=O)C(CCSC)NC(=O)CNS(=O)(=O)c1ccc(Cl)cc1 (centres undefined),18,11,-41,100,7,95,1,-2.8,12,nt
COc1ccccc1C(=O)N/C(N)=N/c1nc2ccccc2o1,8,-24,-38,92,17,80,4,-3.0,5,0
CN1CCN(C(=O)c2cc(-c3ccco3)on2)CC1,0,2,-2,104,14,99,-1,2.5,21,0
CCCC(=O)c1cc2ccccc2oc1=O,-6,-26,12,105,17,106,3,-0.8,-17,-2
COC(=O)CSc1nnc(-c2ccoc2C)n1-c1ccc(OC)cc1,12,-10,-22,96,10,109,-1,-0.2,-5,-1
O=C1Nc2ccccc2OC1CC(=O)N1CCCC1 (centres undefined),0,-1,-22,98,17,96,5,-1.8,-38,-2
CC1(C)CC(=O)C([N+](=O)[O-])=C(NCCCO)C1,1,0,-17,97,4,93,-1,1.2,-13,-5
C[C@@H](C(=O)Nc1ccc2ccccc2c1)[C@H]1C[C@]1(C)[C@H](NC(=O)c1cnccn1)c1ccccc1,3,-2,-12,70,7,68,4,-1.8,nt,nt
CCn1c2ccccc2c2nc3ccccc3nc21,-4,-15,34,75,19,83,0,-1.1,-24,0
Cc1ccccc1NC(=O)CCC(=O)OCC(=O)c1ccc(-c2ccccc2)cc1,-16,-18,-29,102,nt,103,1,1.7,-6,-1
Cn1ncc(N)c1C(=O)Nc1cccc(C(F)(F)F)c1,2,-6,-31,92,5,90,0,-1.7,-16,-1
Cc1cc(C)n(C(=O)c2ccncc2)n1,9,-4,-28,96,1,97,0,1.1,-51,-2
CC(=O)N(Cc1ccco1)C1(C(=O)NC2CCCCC2)CCCCC1,-5,-3,-19,82,17,83,5,-3.5,nt,1
CO/N=C(/CS(=O)(=O)c1ccc(Br)cc1)c1ccc(OC)cc1,-2,2,-27,63,21,61,13,-4.2,8,-1
CCc1cccc2c1NC(=O)C21N2CCCC2C(C(=O)c2ccc3ccccc3c2)C12C(=O)Nc1ccccc12 (centres undefined),0,5,-25,9,4,6,0,-6.2,nt,-3
Cc1c(NC(=O)c2cc(-c3cccs3)on2)c(=O)n(-c2ccccc2)n1C,1,-2,-13,93,33,95,0,-0.9,nt,0
CCN(CC)CCn1c(=N)n(CCOc2ccccc2)c2ccccc21,0,-6,-26,19,24,22,35*,-5.8,4,-1
N#Cc1c(NCCCO)nc(NCc2ccccc2)c2c1CCN(Cc1ccccc1)C2,0,-10,-83,73,15,60,3,-0.2,nt,-1
CC(Sc1nnc(C2CCCCC2)n1N)C(=O)NCc1ccc2c(c1)OCO2 (centres undefined),-5,-9,-43,102,6,94,2,-1.4,2,0

# One compound at a time (already shown). Screens in order: GALR2 antag, Yeast life ext, Yeast growth inh, bCat KO growth, Measles CPE, HCT116 PTEN-null, NPY-Y2 antag, MRP1 act, E-sel TNF inh, Phagocytosis inh
# Listed for CCN(CC)CCn1c(=N)n(CCOc2ccccc2)c2ccccc21 : 0, -6, -26, 19, 24, 22, 35*, -5.8, 4, -1
# Listed for CCc1cccc2c1NC(=O)C21N2CCCC2C(C(=O)c2ccc3ccccc3c2)C12C(=O)Nc1ccccc12 (centres undefined) : 0, 5, -25, 9, 4, 6, 0, -6.2, nt, -3
# Listed for N#Cc1c(NCCCO)nc(NCc2ccccc2)c2c1CCN(Cc1ccccc1)C2 : 0, -10, -83, 73, 15, 60, 3, -0.2, nt, -1

# Next section
SMILES,GALR2 antag,Yeast life ext,Yeast growth inh,bCat KO growth,Measles CPE,HCT116 PTEN-null,NPY-Y2 antag,MRP1 act,E-sel TNF inh,Phagocytosis inh
Nc1cc(C(=O)OCC(=O)NCc2ccc(F)cc2)ccc1Cl,3,3,-16,80,12,101,1,-0.4,nt,-6
COc1cc(NS(=O)(=O)c2cccc3nsnc23)c(C(=O)O)cc1OC,5,-15,5,103,23,103,4,-1.6,-5,0
CN1C(=O)C(O)(c2sc(N)nc2-c2ccccc2)c2ccccc21 (centres undefined),-2,-7,-14,86,8,82,3,-3.0,2,-1
COc1ccc(-c2nnc(SCc3ncc(-c4ccccc4)o3)o2)cc1,2,-1,-30,96,4,88,21*,-3.1,-14,-4
COc1ccc(C2Nc3ccccc3C(=O)N2Cc2ccccc2)cc1Cn1nnc2ccccc21 (centres undefined),-6,0,-25,70,21,64,12,-5.3,6,0
Cc1ccc(N2C(=O)NC(NC(=O)C(C)(C)C)(C(F)(F)F)C2=O)cc1 (centres undefined),-1,10,-17,89,9,107,2,-0.6,-28,-14
Cn1c(C(=O)N2CCCC(C(=O)NCc3ccc4c(c3)OCO4)C2)cc2sccc21 (centres undefined),-12,-8,-38,80,26,81,9,-1.5,17,0
CCc1c(C)sc(NC(=O)c2cc(-c3ccc(OC)c(OC)c3)on2)c1C#N,23,3,-31,94,9,98,0,-1.8,-10,2
O=C(COC(=O)c1cc(S(=O)(=O)N2CCOCC2)ccc1O)NCCc1ccccc1,4,-12,-49,99,39*,102,2,-0.3,5,-1
CN1CCN(c2ccccc2NC(=O)c2ccc(-c3ccccc3)cc2)CC1,18,-22,3,47,5,28,3,-5.9,-14,0
FC(F)(F)c1cc(-c2ccco2)nc(-n2nnc3ccccc32)n1,8,-26,-21,82,9,82,7,-2.4,nt,0
COc1ccc(N=C2NN=C(c3ccc4c(c3)OCCO4)CS2)cc1,-5,-4,-27,86,14,92,0,-3.3,34,0
CC1CCCCN1Cc1ccc(-c2nn[nH]n2)cc1 (centres undefined),-4,-1,-13,91,11,95,3,-2.1,nt,5
Cc1ccc(S(=O)(=O)CCC(=O)OCC(=O)c2ccc(C)c(C)c2)cc1,-5,6,-33,100,30*,103,4,-0.7,nt,-2
Cc1noc(C)c1C(=O)N1CCN(Cc2ccc3c(c2)OCO3)CC1,-8,-10,-36,94,4,93,0,-1.9,-15,-1
CC1Nc2nc(NC(=O)C(C)(C)C)[nH]c(=O)c2N(C)C1C (centres undefined),4,5,2,86,73*,103,1,-1.7,nt,-7
CCN(c1ccccc1)S(=O)(=O)c1ccc(OC)c(NC(=O)CNCC(C)O)c1 (centres undefined),3,3,-21,85,7,91,-1,-2.3,-18,-8
O=C(CCN1C(=O)C2CC=C(Cl)CC2C1=O)Nc1ccccc1O (centres undefined),13,-9,-23,90,4,104,2,-3.8,-3,-4
O=c1[nH]n2c(=O)c3c([nH]c2c1N=Nc1cccc(Cl)c1)CCC3,5,3,-19,93,7,97,1,2.7,nt,-2
CCN(CC)C(C)C(=O)NCC1(c2ccccc2)CCOCC1 (centres undefined),5,nt,-24,99,32,99,2,-0.5,16,nt
O=C(Nc1ccc(-c2cn3ccccc3n2)cc1)c1ccc(Cl)cc1,6,-7,-16,66,30,61,9,-5.7,-10,nt
CNC(=S)N1N=C(c2ccccc2)CC1c1ccc(Br)cc1 (centres undefined),10,-2,-33,72,19,65,2,-0.9,-3,2
